ERAP1 inh: inhibitors of human ERAP1 aminopeptidase | 0.15% of 340,000 active | Q9NZ08 | inhibition, % at 10.7 µM | recombinant ERAP1, Leu-AMC fluorescence, 60 min;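 active = mean replicate inhibition of at least 30%, or all replicates individually reaching that 30% level; inactive = mean below 30% and not every replicate reaching it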;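 also: 0% = neutral control wells and 100% = L-leucinethiol positive control wells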
Target sequence (Q9NZ08 whole entry, looked up): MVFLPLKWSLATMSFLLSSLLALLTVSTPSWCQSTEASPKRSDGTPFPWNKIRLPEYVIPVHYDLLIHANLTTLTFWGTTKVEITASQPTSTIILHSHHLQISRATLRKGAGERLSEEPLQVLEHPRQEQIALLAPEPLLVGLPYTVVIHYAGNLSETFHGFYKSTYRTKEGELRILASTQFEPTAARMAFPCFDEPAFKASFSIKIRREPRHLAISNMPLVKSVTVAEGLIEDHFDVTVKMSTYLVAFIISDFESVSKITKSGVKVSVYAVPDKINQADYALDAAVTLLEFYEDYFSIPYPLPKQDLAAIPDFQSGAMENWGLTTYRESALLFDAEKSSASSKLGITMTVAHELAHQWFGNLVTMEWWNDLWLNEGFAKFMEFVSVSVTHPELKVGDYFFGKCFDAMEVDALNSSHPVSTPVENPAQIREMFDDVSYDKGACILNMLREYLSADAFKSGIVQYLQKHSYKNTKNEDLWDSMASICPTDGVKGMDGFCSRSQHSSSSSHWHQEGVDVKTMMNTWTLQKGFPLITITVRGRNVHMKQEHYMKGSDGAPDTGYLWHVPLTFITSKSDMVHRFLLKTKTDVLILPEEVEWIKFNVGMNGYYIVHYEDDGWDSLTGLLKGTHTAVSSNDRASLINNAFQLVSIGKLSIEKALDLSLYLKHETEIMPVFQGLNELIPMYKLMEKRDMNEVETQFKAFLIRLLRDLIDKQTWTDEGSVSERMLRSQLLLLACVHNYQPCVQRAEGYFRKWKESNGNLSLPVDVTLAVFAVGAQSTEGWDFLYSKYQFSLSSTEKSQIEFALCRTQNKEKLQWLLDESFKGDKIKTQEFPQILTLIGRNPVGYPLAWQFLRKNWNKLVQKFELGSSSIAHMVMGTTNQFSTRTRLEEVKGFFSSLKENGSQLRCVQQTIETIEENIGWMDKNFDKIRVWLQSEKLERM
ERp5 inh: ERp5 (human) disulfide isomerase inhibition; inhibition, % at 9.99 µM; AID 651711; ERp5 insulin aggregation, absorbance 650 nm, 90 min; 0.05% of 350,000 active;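 active = mean replicate inhibition above about 25%, with every replicate also reaching it, limit read from the data, passing the limit was not always enough; inconclusive = only one of those two criteria met; inactive = neither criterion met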
esBAF inh: blocks esBAF chromatin remodeling in mouse ES cells; Bmi1-luciferase knock-in reporter, 24 h; 100% = twice the neutral-well signal; reporter increase, % at 12.5 µM; 2% of 350,000 active; in the data active = activation above about 40%; inconclusive = no clear call, values can overlap the other calls;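 also: 0% = median of the plate's neutral control wells and 100% = double that signal; a rise in the Bmi1 reporter signal indicates esBAF inhibition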
RAD52 inh: blocks human RAD52 DNA annealing | 0.46% of 360,000 active | AID 651710 | recombinant RAD52 DNA annealing, FRET fluorescence | inhibition, % at 18.7 µM | P43351;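 active = every replicate showing at least 50% inhibition; inconclusive = mean inhibition at least 50% but not in every replicate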
XiGFP reactiv: X-chromosome reactivation activator | XiGFP mouse fibroblasts, % GFP-positive cells imaging, 3 d; cells co-treated with 5-aza-dC sensitizer; scaled so ellipticine positive control = 100% | activation, % at 7.58 µM | 0.055% of 360,000 active | AID 743238;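 active = mean normalized replicate activation at least 10% and every replicate at or above 10%; inconclusive = only one of the two criteria met; inactive = mean below 10% and not all replicates reach 10%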;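 also: 0% = median of on-plate neutral control wells and 100% = ellipticine 6 µM median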
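System: SV40-immortalized XiGFP fibroblast cells, line 68-5-11 / Incubation: 3-day compound exposure, then 15 min fixation at room temperature / Compound: single concentration per compound, delivered by pin transfer / Buffer or medium: DMEM plus 5-aza-dC sensitizer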
S100A4 MyoIIA: S100A4-myosin IIA interaction inhibition; P26447; S100A4/TAMRA-MyoIIA peptide fluorescence polarization; inhibition, % at 10.7 µM; 0.14% of 360,000 active; AID 652163;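 active = mean inhibition of at least 70% across replicates, with every replicate also reaching that level; inconclusive = mean inhibition reaches 70% but some replicates fall short; inactive = mean inhibition below 70%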
Target sequence (P26447 whole entry, looked up): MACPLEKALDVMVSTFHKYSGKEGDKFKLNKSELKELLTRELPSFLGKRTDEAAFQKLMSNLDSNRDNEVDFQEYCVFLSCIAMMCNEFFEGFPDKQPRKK
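Assay system: human S100A4 monomer with TAMRA-labelled myosin IIA peptide / Buffer or medium: Calcium-containing HEPES buffer, pH 7.2 / Reagent: TAMRA-labelled myosin IIA heavy-chain peptide probe, 5 nM / Compound: one dose per compound / Timing: polarization read 5 min after assay mix addition, stable 5–60 min / Benchmarks: neutral control DMSO, positive control TFP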
RAD54 branch: blocks human RAD54 Holliday junction branch migration; Q92698; FAM/BHQ fluorescence; inhibition, % at 10.4 µM; 0.14% of 360,000 active; AID 602329;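 active = mean normalized replicate activity at least 40 and at least half of replicates scoring 40 or more; inconclusive = only one of the two criteria met; inactive = mean below 40 and under half of replicates reaching 40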;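 also: 0% = median of neutral control wells and 100% = median of positive control wells; inhibitors cause a drop in the FAM fluorescence signal; in these data hits start at about 50%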
E-sel inducer: induces E-selectin expression in human endothelial cells. activation, % at 7.58 µM. 0.37% of 260,000 active. P16581. HUVEC E-selectin immunofluorescence imaging; normalized: neutral wells 0, TNF-alpha wells 100;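 active = mean E-selectin-positive cell signal at least 10% of the positive control, reached in at least 60% of replicates, without over 20% cell loss; inconclusive = no rule given, readout overlaps actives, possibly toxicity-flagged; inactive = the rest, including those meeting only one limit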;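 also: in these data hits start at about 27%; measured in HUVEC primary endothelial cells; signal is the percent of cells scored E-selectin positive by PE staining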
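Test system: HUVEC; input: 3,000 HUVEC/well; measured by: immunofluorescence imaging; read-out: % PE-positive cells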
* marks the source's active call; other numbers are inactive results; ? = inconclusive; . = not tested or not shown; & = joins results of further samples.

Results follow in this order: ERAP1 inh, ERp5 inh, esBAF inh, RAD52 inh, XiGFP reactiv, S100A4 MyoIIA, RAD54 branch, E-sel inducer
- CC1CCCC(NC(=O)CSc2n[nH]c(=O)n2Cc2ccccc2)C1C (centres undefined)
    1, 4, -1, -12, 0.4, 1, -5, 0.7
- COc1ccc(C)cc1S(=O)(=O)Nc1cccc(-c2cn3cccnc3n2)c1
    -1, -11, -2, -36, 0.2, -5, -9, .
- C[C@H]1CC[C@@]2(O[C@@H](CCO)C[C@H](O)[C@H]2O)O1
    ., 1, 11, -4, 0.4, 1, -9, 0.1
- C[C@@H]1CCCCO[C@H](CN(C)C(=O)Cc2ccccc2)[C@@H](C)CN([C@H](C)CO)C(=O)c2cc(NC(=O)NC3CCCCC3)ccc2O1
    ., ., 1, ., -0.7, ., -43, -0.1
- CCCCn1c(CCNC(=O)CC)nc2ccccc21
    5, -3, 0, 7, 0.1, -2, -10, .
- COc1ccc(NC(=O)CSc2nnc(Cc3ccc(C)cc3)c(=O)n2N)cc1OC
    0, 4, 10, -10, 0.0, 10, -2, 0.1
- CC(=O)NCCC(=O)Nc1ccc(C(N)=O)cc1
    -3, 0, ., -1, -0.1, 1, ., 0.8
- COc1ccc(Nc2ccc([N+](=O)[O-])cc2[N+](=O)[O-])cc1
    2, 1, -5, -3, 0.0, -1, -4, 0.4
- Cc1ccc(CN2CCSCC2)cc1
    3, 5, -9, -11, 0.0, 2, -3, .
- Cc1ccc(-c2cn(CCN)c(-c3ccncc3)n2)cc1
    ., -5, -1, -6, 0.8, -1, -4, -0.1
- C[C@H]1CCCCO[C@@H](CN(C)C)[C@@H](C)CN([C@@H](C)CO)C(=O)c2cc(NS(=O)(=O)c3cccs3)ccc2O1
    1, 3, 4, -12, 0.1, -6, -4, -0.3
- CCCNC(=O)c1cc2c(c(-c3cccc(-c4cc5ccccc5o4)c3)n1)[C@H](CCO)N(C(=O)NC(C)C)C2
    -1&12, -1&0, ., 7&-14, 0.4&0.0, -3&1, ., 0.3&0.2
- Cc1cc(C)nc(Nc2n[nH]c(-c3ccc(C(C)(C)C)cc3)n2)n1
    1, 8, 55*, -10, 0.5, 4, 4, .
- COc1ccc(N(CC(=O)N/N=C/c2cccnc2)S(=O)(=O)c2ccc(C)cc2)cc1OC
    1, 4, ., -17, 0.1, 5, 3, .
- COc1ccc(CCNC(=O)CCC(=O)N2CCOc3ccc(Cl)cc32)cc1OC
    1, 2, -7, -10, 0.1, 3, 15, 1.8
- CCC(C)NC(=O)C1=CCN(S(=O)(=O)c2ccc(C)cc2)CC1 (centres undefined)
    ., -4, 8, -5, 0.0, 2, ., 0.8
- OCCCCNc1cccc2ccccc12
    -6, ?, 0, -10, ., -12, -3, .
- CCCn1c(N)c(N(CCOC)C(=O)c2cccc(Cl)c2)c(=O)[nH]c1=O
    4, 4, -4, -13, 0.1, -5, -1, .
- Cn1cnc(S(=O)(=O)N2CCCCN3[C@@H](CO)[C@H](c4ccc(-c5ccccc5)cc4)[C@@H]3C2)c1
    -1, 0, ., 3, -0.1, 4, 10, -0.1
- C[C@H](CO)N1C[C@H](C)[C@@H](CN(C)Cc2ccc(C(=O)Nc3ccccc3N)cc2)Oc2ccc(NS(C)(=O)=O)cc2CC1=O
    -2, 0, -4, 14, -1.2, -30, 9, -3.3
- COC(=O)c1ccc(C(=O)NC2CCSc3ccccc32)cc1 (centres undefined)
    2, -1, 3, -20, 0.0, -8, -3, 0.0
- Cc1ccc(C(=O)N2CCN(c3ccc([N+](=O)[O-])cc3)CC2)o1
    6, 0, -4, -10, 0.1, -7, 3, .
- Fc1cccc(C2NN=C(c3ccccc3)S2)c1 (centres undefined)
    -1, 6, -18, -18, 0.2, 3, -8, .
- CCCC(=O)Nc1ccc2c(c1)C(=O)N(C)C[C@@H](OC)[C@H](C)CN(Cc1ccc(-c3ccccn3)cc1)[C@H](C)CO2
    1, 1, -5, 0, 0.2, 25, -6, 0.2
- O=C(CSc1nnc(COc2ccc(Cl)cc2)o1)N1CCCC1
    -2, 0, -4, -15, 0.2, -4, 3, .
- O=C1CC(N2CCC(c3nc4ccccc4[nH]3)CC2)C(=O)N1c1cccc(F)c1 (centres undefined)
    -2, 0, ., -17, 0.0, 1, ., .
- C[C@H]1CN([C@@H](C)CO)S(=O)(=O)c2ccc(Br)cc2O[C@@H]1CN(C)S(=O)(=O)c1ccccc1
    2&1&0, -1&-1&-2, 2&-2&1, -6&8&-3, 0.1&-0.7, 7&30&-29, 1&-11&-10, -0.4&0.2
- CCOC(=O)c1cccc(NC(=O)CCc2nnc3ccc(N4CCCCC4)nn23)c1
    5, 0, 8, -8, 0.3, -2, -7, .
- O=C(CC1C(=O)NCCN1Cc1ccc(F)c(F)c1)NCCCn1ccnc1 (centres undefined)
    -1, -5, -3, -27, 0.0, 8, -3, 4.2
- CCOc1ccc(C(=O)N2CCN(c3ccccc3)CC2)cc1
    -1, 1, ., -3, 0.0, 4, ., .
- CCN(CC)C(=O)/C(=C/c1cccc([N+](=O)[O-])c1)NC(=O)c1ccco1
    -3, -3, -5, -12, 0.1, -5, -4, .
- COc1ccc([C@H]2CN(c3ccc(OC)cc3)C(=O)[C@@H]2CC(=O)Nc2ccccc2)cc1
    ., 5, 15, -2, 0.1, 4, 4, 0.7
- COc1ccc(C(=O)NCC(C)(C)N2CCOCC2)cc1S(=O)(=O)N1CCCC1
    0, 2, -2, 7, -0.1, 2, -1, -0.2
- CC(NC(=O)NC(=O)c1ccc(Cl)cc1Cl)C1CC1 (centres undefined)
    -6, 2, ., 3, 0.0, -4, ., 1.4
- CC1CCCCN1C(=O)Cn1cnc2c1c(=O)n(C)c(=O)n2C (centres undefined)
    -4, -2, ., -6, 0.0, 2, ., -6.3
- NC(c1ccccc1)c1cccs1 (centres undefined)
    -1, 10, ., -7, 0.1, 0, ., -0.2
- CCn1cc(CNC(=O)c2ccc(OC3CCN(Cc4ccccn4)CC3)cc2)cn1
    -4, 8, 8, -22, 0.0, 4, 2, 0.0
- CS(=O)(=O)c1ccc(C(=O)N(Cc2ccccc2)c2ccccc2)cc1
    2, -2, -1, -33, 0.0, -1, 5, .
- Cc1ccc(NC(=O)CN2C(=O)S/C(=C\c3cc(C)n(-c4ccc(C(=O)O)cc4)c3C)C2=O)cc1
    -2, -5, 10, -23, -0.1, -3, -16, -0.9
- Cc1nc2ccc(NC(=O)c3cnc(Cl)c(Cl)c3)cc2s1
    -1, 0, 33, -24, 0.0, 2, ., -7.9
- CC(=O)Nc1ccc(OCC(O)Cn2c(C(C)C)nc3ccccc32)cc1 (centres undefined)
    3, 1, 2, -1, 0.4, -4, ., 2.3
- CN(C)S(=O)(=O)c1ccc(C(=O)OCCN=C2NS(=O)(=O)c3ccccc32)cc1
    -3, 7, -6, -12, -0.3, -14, 3, -0.1
- CC1Cc2cc(S(=O)(=O)CCC(=O)NC3CCCCC3)ccc2N1C(=O)C1CC1 (centres undefined)
    -3, -1, -8, -5, 0.0, -9, 7, .
- Cc1ccc(NC(=O)COc2ccc(N(C)S(=O)(=O)c3ccc(F)cc3)cc2)cc1
    1, 2, 1, -17, 0.3, 39, 3, 0.2
- CN1c2ccc(-c3cccc(C#N)c3)cc2[C@H]2[C@H](CCN2C(=O)C2CCCCC2)[C@H]1CO
    -3, 3, ., 24, 0.0, 2, ., -0.2
- COc1ccc(C2c3[nH]c4ccccc4c3CCN2C(=O)Cc2nonc2C)c(F)c1 (centres undefined)
    ., -4, ?, -7, 0.2, -30, ., 0.6
- CCN(CC(=O)NC(=O)Nc1ccccc1F)Cc1ccccc1
    0, -4, 1, -6, -0.2, 0, ., -0.2
- CS(=O)(=O)Nc1ccc2c(c1)[C@@H]1C[C@H](CC(=O)N3CCOCC3)O[C@@H](CO)[C@@H]1O2
    2, 6, -3, -5, 0.2, -18, 4, 0.5
- COc1ccc(OCC2CN(Cc3ccccc3)S(=O)(=O)CCO2)cc1 (centres undefined)
    ., 0, ., -20, 0.0, 13, ., 0.5
- Brc1cccc(OCCCN2CCCCCC2)c1
    6, 1, ., -5, 0.0, 1, ., -1.0
- CCNC(=O)NC(=O)COC(=O)CCCc1nc2ccccc2s1
    6, 1, ., -18, 0.5, -8, ., .
- COC(=O)CCC(=O)N(CCN(C(=O)CCC(=O)OC)c1ccccc1)c1ccccc1
    -3, 0, ., -5, 0.0, 0, ., .
- COc1ccc(C(=O)N(CC(=O)Nc2sc(C)c(C)c2C(N)=O)C2CCCC2)cc1
    -4, -1, -3, -6, 0.0, -16, -5, .
- O=C(c1ccncc1)N1C[C@@H]2[C@H](c3ccccc31)[C@@H](CO)N2C(=O)Nc1ccc(F)cc1
    -3, -1, 9, 5, 0.0, 8, 0, 0.0
- C[C@H]1CN([C@@H](C)CO)C(=O)Cc2cc(NC(=O)Nc3ccc4c(c3)OCO4)ccc2O[C@H]1CN(C)C(=O)Nc1ccc(F)cc1
    ., ., 6, ., -0.5, ., 3, 0.3
- O=C(c1ccc(Cl)c(S(=O)(=O)N2CCCCCC2)c1)N1CCCCC1
    0, 0, 6, -9, 0.1, -4, -7, .
- C[C@H](CO)N1C[C@H](C)[C@@H](CN(C)C)Oc2cc(/C=C/c3ccccc3)ccc2S1(=O)=O
    -1, 14, -1, 31, 0.3, -33, 9, 0.3
- CCOc1cc(CNCc2ccncc2)cc(Cl)c1OC
    -4, -8, ., -5, 0.2, -1, ., .
- Cc1ccc(C(=O)OCn2nnc3ccccc3c2=O)cc1[N+](=O)[O-]
    -4, -24, -3, -14, 0.5, 0, -11, -0.5
- Cc1nc2ccc(NC(=O)COc3ccccc3[N+](=O)[O-])cc2s1
    7, 3, ., -3, 0.0, 0, ., .
- CC(C)CN(C(=O)CSc1ccc2c(c1)OCCO2)c1c(N)n(CC(C)C)c(=O)[nH]c1=O
    -2, 5, -2, -16, 0.1, -2, 5, .
- Cn1cccc1Cc1nnc(SCC(=O)Nc2ccc3c(c2)OCCO3)n1CCc1ccccc1
    2, 0, -5, -90, 0.1, 3, -12, 0.6

Screens as filed in PubChem.
